HIV peptide binding: cell-free HIV fusion peptide-binding blockers – biochemical, uHTS, fluorescence dequenching, primary screen (AID 1986). cell-free peptide binding, fluorescence dequenching, 30 min; higher % means a stronger effect. inhibition, % at 20 µM, or IC50 in µM where a hit was titrated. actives 0.3% (n = 290,000); in the data active = inhibition mostly above about 52%, no sharp cut-off; inactive = mostly below about 76%; also: some results filed as inactive read as strong as hits
KOR beta-arrestin-1: KOR agonists, beta-arrestin recruitment, primary screen, cell-based, luminescence, uHTS (AID 1777). KOR beta-arrestin recruitment, luminescence; higher % means a stronger effect. actives 0.02% (n = 280,000). one-dose activation, % at 10 µM; EC50 in µM for titrated hits; in the data active = activation above about 50%, passing the limit was not always enough; also: a part of the inactive calls stands beside numbers as strong as those of hits
GPR55 beta-arrestin: GPR55 agonists via beta-arrestin recruitment, primary screen, imaging, U2OS cells, beta-arrestin-GFP redistribution (AID 1961). one-dose activation, % at 10 µM; EC50 in µM for titrated hits. actives 0.048% (n = 290,000). U2OS GPR55 beta-arrestin-GFP redistribution imaging; higher % means a stronger effect;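 active = activation above 40% with more than 50 cells counted in the well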;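 also: U2OS osteosarcoma cells stably expressing GPR55 and beta-arrestin-GFP; plate controls were DMSO negative control for no effect and LPI positive control for full effect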
Dengue-2 NS5 capping: Dengue-2 NS5 methyltransferase inhibitors, primary screen, biochemical, confirmation dose response (AID 588689). Dengue-2 NS5 methyltransferase capping enzyme assay, biochemical; higher % means a stronger effect. one-dose inhibition, % at 25 µM; IC50 in µM for titrated hits. actives 0.3% (n = 340,000); in the data active = a potency from the dose series
West Nile antiviral: inhibition of WNV-induced cytopathic effect – cell-based, CPE readout (AID 1621). West Nile virus-infected cells, CPE inhibition; higher % means a stronger effect. CPE inhibition, % at 10 µM; hits with a dose series show IC50 in µM. actives 0.02% (n = 290,000); in the data active = a potency from the dose series; also: strong numbers were not always called active
GPR55 antagonists: inhibition of LPI-stimulated GPR55 beta-arrestin translocation – imaging, U2OS, beta-arrestin-GFP, LPI agonist, primary screen (AID 2013) | U2OS GPR55 beta-arrestin-GFP translocation imaging, LPI antagonism; higher % means a stronger effect | inhibition, % at 10 µM, or IC50 in µM where a hit was titrated | actives 0.13% (n = 290,000);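 active = spots per cell inhibited over 60%, with over 100 cells counted and total cytoplasm intensity under 500,000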;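 also: U2OS cells stably carrying GPR55 and arrestin-GFP stimulated by 5 µM LPI near EC80; imaged beta-arrestin-GFP aggregate spots per cell after agonist stimulation; plate controls were LPI-stimulated DMSO wells for no effect and DMSO wells without LPI for full effect; some results filed as inactive read as strong as hits; confirmed hits need IC50 under 10 µM and bright autofluorescent wells are also inconclusive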
KOR beta-arrestin-2: KOR antagonists, beta-arrestin recruitment, cell-based, luminescence, uHTS (AID 1778) | inhibition, % at 10 µM; hits with a dose series show IC50 in µM | actives 0.091% (n = 290,000) | KOR beta-arrestin recruitment, luminescence, antagonist mode; higher % means a stronger effect; in the data active = inhibition above about 50%; also: strong numbers were not always called active
GPR35 arrestin U2OS: GPR35 antagonists blocking zaprinast-driven arrestin recruitment, primary screen, imaging, U2OS, beta-arrestin-GFP, zaprinast agonist (AID 2058); U2OS GPR35 beta-arrestin-GFP translocation imaging, zaprinast antagonism; higher % means a stronger effect; one-dose inhibition, % at 10 µM; IC50 in µM for titrated hits; actives 0.052% (n = 290,000);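 active = inhibition of at least 50% with at least 30 cells and total cytoplasm GFP at most 10,000,000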
NOD1 NF-kB reporter: inhibition of NOD1-driven NF-kB reporter – cell-based, luminescence, uHTS, primary screen (AID 1578) | NOD1-driven NF-kB luciferase reporter cells, luminescence; higher % means a stronger effect | inhibition, % at 4 µM; hits with a dose series show EC50 in µM | actives 1% (n = 290,000); in the data active = inhibition mostly above about 36%, no sharp cut-off; inactive = mostly below about 34%;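 also: HEK-293T reporter cells stimulated with the NOD1 agonist gamma-tri-DAP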
Dengue-2 NS5 capping pilot replicate: also measured in Dengue-2 NS5 capping; calls as there; inhibition, %; measured here: pilot screen replicate inhibition
Active calls of the source: *; · = not tested or not shown; [ ] = remark or other dose. An excerpt; rates above refer to the full screens.

SMILES	HIV peptide binding	KOR beta-arrestin-1	GPR55 beta-arrestin	Dengue-2 NS5 capping	West Nile antiviral	GPR55 antagonists	KOR beta-arrestin-2	GPR35 arrestin U2OS	NOD1 NF-kB reporter	others
CCOC(=O)CSC1=NC(=O)/C(=C\c2ccc(OC(C)=O)cc2)S1	9.3%	2.1%	1.3%	-29.8%	0.1%	6.4%	-6.0%	-17.1%	-0.6%
C/C(=N\NC(=O)c1c([N+](=O)[O-])c(C)nn1C)c1ccc(NC(=O)C2CCCC2)cc1	0.7%	5.0%	-0.1%	1.6%	2.6%	2.9%	-85.3%	3.5%	-28.1%
COC(=O)CSc1ncc(S(=O)(=O)c2ccccc2)c(=O)[nH]1	-1.6%	-21.3%	0.4%	-4.6%	-0.1%	0.8%	·	10.3%	4.8%
CN(CCOc1ccc(Cl)cc1)Cc1cccc(S(=O)(=O)N(C)C)c1	-0.2%	-0.8%	0.1%	-1.7%	-1.5%	-1.1%	-56.4%	11.8%	-11.6%
O=[N+]([O-])c1cccc(S(=O)(=O)N2CCc3ccccc3C2)c1	-0.5%	-4.3%	0.1%	-10.3%	-0.2%	-5.7%	-24.5%[20 µM]	1.0%	-4.3%
CC(=O)NC1(C(F)(F)F)C(=O)Nc2c1c(=O)[nH]c(=O)n2Cc1ccco1 (centres undefined)	0.0%	9.1%	-0.2%	-2.7%	-0.1%	-11.4%	-57.4%	-3.7%	-7.4%
O=C1C2CCCN2C(c2ccc(F)cc2)N1c1nccs1 (centres undefined)	2.4%	4.7%	-0.1%	-3.3%	-0.1%	11.1%	-1.9%	10.2%	-23.3%
c1ccc(-c2cc3nccc(-c4ccccn4)n3n2)cc1	-2.6%	-1.7%	-0.3%	0.0%	0.0%	-6.8%	-30.8%	4.4%	-40.6%
Cn1nc(C(=O)NCc2cccc(Cl)c2)c2c1-c1ccccc1S(=O)(=O)C2	2.6%	0.6%	0.3%	5.3%	0.2%	-5.2%	-54.0%	1.2%	-16.2%
CCOc1ccc(/C=C2\SC(=S)N(CCCC(=O)NCCCN3CCOCC3)C2=O)cc1	-4.5%	-2.5%	0.3%	3.6%	2.3%	-10.7%	-8.9%	18.0%	22.0%
CC1=CC(=C(C#N)C#N)C=C(C)N1Cc1ccccc1	-1.7%	-2.0%	-0.1%	-0.7%	-0.6%	0.5%	-22.8%	-16.3%	-25.6%
O=C1CCC(=O)N1Cc1c(Cl)cccc1Cl	-1.0%	-3.7%	-0.1%	0.0%	-0.4%	3.5%	-3.0%	-0.5%	-8.4%
CCN(Cc1cc(=O)[nH]c2ccccc12)C(=O)C(C)C	-1.0%	-4.1%	0.3%	-4.7%	-0.4%	9.9%	2.4%	-1.7%	-5.6%
O=C(NCCO)C(=O)NCC1OCCCN1S(=O)(=O)c1cccs1 (centres undefined)	-1.3%	4.3%	-0.3%	2.9%	-0.1%	9.1%	8.0%	7.8%	-3.7%
Cn1ccnc1SC(=O)N1c2ccccc2Sc2ccccc21	-3.0%	-4.5%	-0.1%	-3.8%	-1.4%	7.6%	20.5%	-4.4%	-4.4%
NS(=O)(=O)c1ccc(CCNc2ncnc3c2c(-c2ccccc2)cn3-c2ccc(F)cc2)cc1	-0.1%	5.9%	0.2%	-2.2%	1.0%	23.2%	36.7%	-14.1%	-36.5%
O=C(O)c1ccc(SCc2cnc(Cl)s2)cc1	0.5%	-1.4%	0.1%	8.8%	0.4%	18.1%	8.6%	-3.8%	9.8%
O=C(Cc1cc(=O)oc2cc(O)ccc12)NCC1CCC(C(=O)O)CC1 (centres undefined)	0.6%	6.8%	-0.2%	-0.8%	0.3%	2.4%	-20.0%	-1.8%	-6.3%
O=C(O)c1ccc2c(c1)C(=O)N(c1cc([N+](=O)[O-])ccn1)C2=O	1.3%	-4.2%	0.0%	9.4%	-0.3%	6.7%	27.5%	-4.5%	1.8%
CCCS(=O)(=O)N1CCN(CC2CC3C=CC2C3)CC1 (centres undefined)	0.7%	1.9%	0.0%	1.4%	-0.1%	4.2%	-21.8%	14.2%	-6.2%
Cc1nc(NCc2ccco2)[nH]c(=O)c1CCC(C)C	3.8%	0.9%	-0.1%	-6.9%	0.6%	4.3%	8.4%	-6.9%	·	Dengue-2 NS5 capping pilot replicate=-3.0
Nc1cc(Cl)ccc1Nc1ccncc1	-1.6%	-3.8%	0.5%	2.6%	0.5%	-5.2%	10.7%	-1.5%	-7.2%
O=C(Nc1ccccc1)N1CCN(c2cccc(C(F)(F)F)c2)CC1	1.3%	3.9%	-0.1%	-4.1%	-0.2%	-1.9%	-16.8%	3.6%	-19.5%
CCOC(=O)/C=C1\NC(C)(C)Cc2cc(OC)c(OC)cc21	5.2%	-4.9%	0.2%	1.6%	0.5%	-11.1%	41.3%	-5.3%	37.3%
COc1ccc(OC)c2[nH]c(=O)c(CCNC(=O)C(C)C)cc12	-1.0%	-0.5%	0.4%	1.4%	0.2%	-8.1%	-35.7%	20.3%	-1.2%
CCOc1cccc(-c2c(C(=O)N/N=C/c3sccc3C)nnn2-c2nonc2N)c1	-1.3%	2.3%	0.0%	-7.0%	0.3%	10.9%	3.2%	4.4%	-22.2%
CN(C)CCCNC(=O)/C(=C/c1ccc(-c2ccc([N+](=O)[O-])cc2)o1)NC(=O)c1ccccc1	-1.5%	1.1%	-0.2%	-4.1%	1.0%	0.1%	18.4%	0.7%	-0.3%
CCn1c(C)nc2cc(S(=O)(=O)C(F)(F)F)ccc21	-0.2%	1.4%	0.3%	2.7%	0.0%	11.7%	-58.5%	-2.0%	-21.6%
COc1ccc(C(c2nnnn2CS(=O)(=O)c2ccc(C)cc2)N2CCN(c3ncccn3)CC2)cc1 (centres undefined)	-0.8%	2.4%	0.0%	-2.4%	-0.6%	0.9%	21.6%	0.4%	-18.6%
NCCc1c(C(=O)O)[nH]c2ccc([N+](=O)[O-])cc12	7.0%	-1.0%	-1.9%	-3.9%	0.1%	12.7%	37.3%	3.1%	-0.5%
COc1ccc(CNc2ccc3c(c2)ncn3C)cc1OC	-1.7%	-0.3%	0.5%	-1.4%	-0.3%	7.3%	-0.5%	4.0%	-26.2%
Nc1ccc(C23CC4CC(CC(C4)C2)C3)cc1	-1.4%	-1.5%	0.1%	-2.9%	-0.5%	22.1%	-9.2%	10.8%	-34.4%
N#Cc1cc2c(nc1SCC(=O)N1CCCCC1)CCCCC2	2.5%	9.2%	0.2%	-7.3%	-0.3%	-9.6%	-59.6%	-3.3%	-19.8%
Cc1ccc(C)c(N2N=C(C(=O)Nc3nccs3)CCC2=O)c1	-0.2%	-1.2%	-0.1%	-9.0%	-0.2%	2.6%	-18.2%	5.5%	-28.8%
COc1ccc(C(CC(=O)O)NC(=O)c2cc3cc(Br)ccc3oc2=O)cc1OC (centres undefined)	1.1%	1.0%	0.0%	1.6%	0.7%	7.2%	-29.3%	-9.3%	-9.1%
O=C(NNC(=S)Nc1ccccc1)c1cccnc1	-2.5%	-4.5%	0.0%	-0.7%	-0.6%	6.1%	13.9%	12.2%	-36.4%
Cc1nc(NC(=O)c2ccncc2)sc1C(=O)N(C)C	1.9%	10.0%	0.2%	-3.9%	0.1%	-0.9%	-4.1%	-19.1%	-26.9%
CCOc1ccccc1NC(=O)COC(=O)CSc1ccc(Cl)cc1	-0.3%	-2.2%	-0.1%	-4.5%	0.1%	2.9%	10.5%	-21.2%	-43.7%
CC1=CC2(O)OCCN(CCO)C2=CC1=O (centres undefined)	20.3%	-1.0%	-0.4%	-3.5%	0.4%	0.2%	-19.1%	0.5%	-4.7%
CCC(CC)C(=O)N1CCN(Cc2ccc3c(c2)OCO3)CC1	-0.5%	-4.8%	-0.1%	-10.4%	-1.1%	21.9%	17.4%	6.7%	-2.1%

In the list so far, these have fluorine.
SMILES	HIV peptide binding	KOR beta-arrestin-1	GPR55 beta-arrestin	Dengue-2 NS5 capping	West Nile antiviral	GPR55 antagonists	KOR beta-arrestin-2	GPR35 arrestin U2OS	NOD1 NF-kB reporter	others
CC(=O)NC1(C(F)(F)F)C(=O)Nc2c1c(=O)[nH]c(=O)n2Cc1ccco1 (centres undefined)	0.0%	9.1%	-0.2%	-2.7%	-0.1%	-11.4%	-57.4%	-3.7%	-7.4%
O=C1C2CCCN2C(c2ccc(F)cc2)N1c1nccs1 (centres undefined)	2.4%	4.7%	-0.1%	-3.3%	-0.1%	11.1%	-1.9%	10.2%	-23.3%
NS(=O)(=O)c1ccc(CCNc2ncnc3c2c(-c2ccccc2)cn3-c2ccc(F)cc2)cc1	-0.1%	5.9%	0.2%	-2.2%	1.0%	23.2%	36.7%	-14.1%	-36.5%
O=C(Nc1ccccc1)N1CCN(c2cccc(C(F)(F)F)c2)CC1	1.3%	3.9%	-0.1%	-4.1%	-0.2%	-1.9%	-16.8%	3.6%	-19.5%
CCn1c(C)nc2cc(S(=O)(=O)C(F)(F)F)ccc21	-0.2%	1.4%	0.3%	2.7%	0.0%	11.7%	-58.5%	-2.0%	-21.6%

The listing picks up with the two entries that preceded the break.
SMILES	HIV peptide binding	KOR beta-arrestin-1	GPR55 beta-arrestin	Dengue-2 NS5 capping	West Nile antiviral	GPR55 antagonists	KOR beta-arrestin-2	GPR35 arrestin U2OS	NOD1 NF-kB reporter	others
CC1=CC2(O)OCCN(CCO)C2=CC1=O (centres undefined)	20.3%	-1.0%	-0.4%	-3.5%	0.4%	0.2%	-19.1%	0.5%	-4.7%
CCC(CC)C(=O)N1CCN(Cc2ccc3c(c2)OCO3)CC1	-0.5%	-4.8%	-0.1%	-10.4%	-1.1%	21.9%	17.4%	6.7%	-2.1%
CCCC(=O)N(Cc1cc2cccc(C)c2[nH]c1=O)c1ccccc1OC	1.0%	-1.3%	-0.1%	0.0%	-0.8%	1.0%	-17.3%	3.1%	8.4%
COc1ccc(S(=O)(=O)NCC(c2cccnc2)N2CCN(Cc3ccccc3)CC2)cc1C (centres undefined)	0.1%	-2.2%	0.0%	-3.2%	-1.0%	11.9%	17.4%	0.7%	-14.5%
CS(=O)(=O)Nc1ccc(C2=NN(C(=O)c3ccco3)C(c3ccco3)C2)cc1 (centres undefined)	1.1%	-0.4%	-0.1%	-0.6%	0.1%	4.1%	-18.5%	2.9%	-13.4%
FC(F)(F)c1ccc(CN2C[C@@H]3C(c4ccccc4)C4(c5ccccc5)CC3(C4)[C@H]2c2ccccc2)cc1 (some centres undefined)	3.6%	4.9%	0.3%	·	-0.4%	-0.7%	-22.6%	-1.1%	5.0%
CC(Cc1cccs1)NC(=O)c1cccc(Cl)c1 (centres undefined)	-0.4%	4.2%	0.1%	-4.5%	0.0%	7.5%	-0.8%	5.7%	11.5%
COC(=O)c1ccccc1NC(=O)c1cn(-c2ccc(C)c(C)c2)c(=O)c2ccccc12	2.2%	9.4%	1.2%	-2.9%	2.8%	13.3%	-6.0%	-6.7%	50.2%
c1ccc(N2CCN(c3nc4cc5c(cc4s3)OCCO5)CC2)cc1	-1.8%	-2.9%	0.3%	-6.5%	-0.9%	6.7%	-18.6%	26.9%	-27.9%

Screens deposited in PubChem BioAssay by several laboratories.
